# High-throughput results (PubChem)
# FID counter: counter-screen for HCV NS3 helicase inhibitors: DNA intercalator displacement | DNA fluorescent intercalator displacement, fluorescence | inhibition, % at 7.9 µM | 290,000 tested, 0.17% active | AID 1845; in the data active means inhibition above about 37%;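 further: 0% = vehicle and 100% = reference compound; higher means more ethidium bromide displaced from hairpin DNA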
# IDE cell activ: IDE (human) activation, cell-based. 340,000 tested, 0.073% active. AID 493087. P14735. activation, % at 5.96 µM. HEK cells, FAbeta-B cleavage, fluorescence polarization; 0% vehicle, 100% cell-free pure enzyme wells;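 active means activation above the mean of all tested compounds plus 3 SD, set per screening campaign, cut at about 17% in these data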
# UBC9 SUMO inh: SUMOylation inhibition | P63279 | HTRF SUMOylation assay, SAE1/SAE2 + UBC9, in vitro | inhibition, % at 35 µM | 290,000 tested, 0.36% active | AID 2006; in the data active means inhibition above about 50%, passing the limit was not always enough; further: strong numbers were not always called active
# IMP-1 inhibitor: inhibitors of Pseudomonas aeruginosa IMP-1 metallo-beta-lactamase. purified IMP-1, nitrocefin hydrolysis, epi-absorbance fluorescence. inhibition, % at 5.6 µM. 290,000 tested, 0.45% active;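 active means inhibition above the mean plus 3 SD of all compounds in the same screening run, cut at about 4.5% in these data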;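 further: 0% = IMP-1 with DMSO and 100% = DMSO wells lacking enzyme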
#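 System: Purified recombinant IMP-1 metallo-beta-lactamase enzyme | Measured by: Fluorescence quenching readout, ex 480/em 530 nm | Replication: Singlicate | Incubation: 15 min preincubation plus 25 min reaction at 25 °C | Evaluation: Percent inhibition from optical density relative to buffer-blank wells | Benchmarks: DMSO with and without IMP-1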
# IDE cell inh: inhibitors of human insulin-degrading enzyme in cells; P14735; HEK cells, FAbetaB cleavage, fluorescence polarization; inhibition, % at 5.59 µM; 320,000 tested, 0.41% active; AID 434962;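 active means percent inhibition above the average of all tested compounds plus 3 SD, set per screening campaign, cut at about 16% in these data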;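 further: IDE supplied by intact live HEK cells; FP after avidin binding of uncleaved biotin substrate so inhibition keeps polarization high; 0% = DMSO wells and 100% = 60 µM reference IDE inhibitor Ii1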
# pCIP destab: lowers stability of the mouse p/CIP coactivator protein; Q05BA5; F442A p/CIP-EGFP cells, EGFP fluorescence, 16 h; decrease of EGFP signal, % at 10 µM; 290,000 tested, 0.01% active; AID 1984;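 active means EGFP signal decrease of at least 30% at 10 µM or well 3 SD below plate mean, unless failing retest; inactive means the rest, including hits failing retest or dose response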; further: some compounds called inactive have numbers as strong as hits; many of its hits are not listed in these tables
# Target sequence (Q05BA5 1-1403): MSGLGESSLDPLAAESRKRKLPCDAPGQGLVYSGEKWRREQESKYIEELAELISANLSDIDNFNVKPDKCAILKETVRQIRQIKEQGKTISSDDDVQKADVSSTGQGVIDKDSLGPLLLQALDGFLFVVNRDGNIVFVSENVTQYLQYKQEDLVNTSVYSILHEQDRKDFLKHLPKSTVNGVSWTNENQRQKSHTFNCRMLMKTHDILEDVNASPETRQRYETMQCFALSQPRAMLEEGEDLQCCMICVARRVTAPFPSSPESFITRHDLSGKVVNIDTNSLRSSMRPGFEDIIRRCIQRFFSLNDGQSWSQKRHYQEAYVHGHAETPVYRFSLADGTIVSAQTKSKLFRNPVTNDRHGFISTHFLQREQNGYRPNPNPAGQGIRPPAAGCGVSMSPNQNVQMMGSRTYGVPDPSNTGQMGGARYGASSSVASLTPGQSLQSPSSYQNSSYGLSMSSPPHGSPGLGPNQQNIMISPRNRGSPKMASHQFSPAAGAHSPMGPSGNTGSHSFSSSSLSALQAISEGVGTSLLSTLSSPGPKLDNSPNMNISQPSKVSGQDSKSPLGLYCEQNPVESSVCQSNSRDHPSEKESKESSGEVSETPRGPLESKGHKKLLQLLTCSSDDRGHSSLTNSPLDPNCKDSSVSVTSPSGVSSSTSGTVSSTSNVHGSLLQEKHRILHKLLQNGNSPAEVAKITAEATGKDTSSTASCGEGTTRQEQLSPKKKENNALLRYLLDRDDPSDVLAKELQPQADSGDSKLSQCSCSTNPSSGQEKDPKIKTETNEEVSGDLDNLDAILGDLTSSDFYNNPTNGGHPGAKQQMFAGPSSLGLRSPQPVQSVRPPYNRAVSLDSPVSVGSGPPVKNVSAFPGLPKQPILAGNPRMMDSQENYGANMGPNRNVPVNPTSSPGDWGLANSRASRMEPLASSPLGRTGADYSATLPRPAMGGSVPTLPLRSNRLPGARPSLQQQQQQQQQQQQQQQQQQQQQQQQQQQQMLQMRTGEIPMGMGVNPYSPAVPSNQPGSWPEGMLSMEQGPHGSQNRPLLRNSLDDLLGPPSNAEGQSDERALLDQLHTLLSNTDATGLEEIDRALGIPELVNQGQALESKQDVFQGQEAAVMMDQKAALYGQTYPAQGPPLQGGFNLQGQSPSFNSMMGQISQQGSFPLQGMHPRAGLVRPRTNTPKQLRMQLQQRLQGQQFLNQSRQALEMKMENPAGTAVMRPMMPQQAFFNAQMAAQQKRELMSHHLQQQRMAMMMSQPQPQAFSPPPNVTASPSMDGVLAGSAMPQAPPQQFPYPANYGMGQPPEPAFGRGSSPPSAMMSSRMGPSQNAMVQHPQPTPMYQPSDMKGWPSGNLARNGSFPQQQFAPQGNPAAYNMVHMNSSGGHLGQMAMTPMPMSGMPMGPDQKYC
# NS3 helicase inh: HCV NS3 helicase inhibition. 290,000 tested, 0.56% active. inhibition, % at 10.9 µM. NS3 helicase DNA unwinding, Cy5 molecular beacon fluorescence. AID 1800;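 active means inhibition above the mean of all tested compounds plus 3 SD, set per campaign, cut at about 35% in these data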;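 further: 0% = DMSO wells and 100% = thioflavine S control wells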
#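 Compound dosing – single dose, 10.9 µM nominal final, DMSO 0.8% final · System – NS3 helicase fragment of HCV · Buffer or medium – MOPS pH 6.5, MgCl2, DTT, Tween20, BSA · Signal – Cy5 beacon fluorescence read at start and 1 h · Also added – annealed dual-labelled DNA beacon duplex, ATP-started · Schedule – 1 h at 25 °C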
# M18AAP inhibitor: PfM18AAP enzyme inhibition. recombinant PfM18AAP, H-Glu-NHMec fluorogenic cleavage. inhibition, % at 7.35 µM. 290,000 tested, 1.2% active. AID 1822;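 active means inhibition above the campaign mean inhibition over all tested compounds plus 3 SD, cut at about 28% in these data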;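 further: 0% = plate median of test compound wells and 100% = 2 mM ZnCl2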
# VIM-2 inh: blocks Pseudomonas aeruginosa VIM-2 metallo-beta-lactamase | purified VIM-2, nitrocefin hydrolysis, epi-absorbance fluorescence | 290,000 tested, 0.89% active | inhibition, % at 5.6 µM;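 active means inhibition above the mean of all tested compounds plus 3 SD, cutoff set per screening run, cut at about 7.5% in these data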;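 further: red hydrolysis product quenches plate fluorescence so inhibitors raise well fluorescence; 0% = enzyme with DMSO and 100% = DMSO without enzyme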
# Starred values were filed as active, the others as inactive; x = not tested or not shown.
SMILES,FID counter,IDE cell activ,UBC9 SUMO inh,IMP-1 inhibitor,IDE cell inh,pCIP destab,NS3 helicase inh,M18AAP inhibitor,VIM-2 inh
Cc1sc2ncn(CC(=O)NCC(=O)N3CCN(c4ccccc4F)CC3)c(=O)c2c1C,-20,1,11,-2.8,5,1,8,4,0.0
COC(=O)C1=C(C(=O)OC)C2(OC1c1ccccc1C)C(=O)c1ccccc1C2=O (stereo not given),-40,3,12,-2.6,5,2,-1,-3,1.2
CSc1nccc(NC(=O)c2ccc(C(C)(C)C)cc2)n1,-25,3,-15,-1.2,-1,-16,-4,0,-0.7
COc1ccccc1CNC(=O)c1cn(C)c2ccc(S(=O)(=O)N3CCCC3)cc2c1=O,-4,-1,4,-2.0,6,-8,-8,0,-2.0
COc1ccc(Nc2nc(C)nc3sc4c(c23)CCC4)cc1O,3,x,0,-3.2,0,-3,3,2,3.0
O=S(=O)(N/N=C/c1ccc2c(c1)OCO2)c1ccc(Br)cc1,-8,1,8,0.3,-3,-7,-10,-5,-1.4
CCN1CCN(C(=O)Cn2c(=O)sc3ccccc32)CC1,x,3,12,x,0,-17,x,x,x
Nc1nc(-c2ccccc2Br)cs1,1,-5,-2,-0.7,0,-12,-8,-2,0.0
O=c1c2ccccc2ncn1CCCCOc1ccc(Br)cc1,-1,3,-5,-1.2,-1,5,-5,1,-1.1
O=C(NCc1ccco1)c1ccccc1NS(=O)(=O)c1ccc(Br)s1,-19,0,15,-2.0,-4,-5,15,2,-2.7
COc1ccc(CCN2C(=O)NC(NC(=O)C(C)(C)C)(C(F)(F)F)C2=O)cc1OC (stereo not given),-11,-6,-1,-5.8,1,11,5,-2,-2.3
O=C(O)c1ccccc1CSc1nnc2c(n1)[nH]c1ccccc12,-3,1,12,-2.1,-4,3,-7,2,-1.3
Cc1ccc(NS(=O)(=O)c2ccc(NC(=O)CSc3ccc(Cl)cc3)cc2)c(C)c1,0,1,-17,-2.3,-1,1,-6,-4,-1.3
CN(c1nc(-c2ccc(Br)cc2)cs1)C1CCS(=O)(=O)C1 (stereo not given),6,-4,9,-2.7,9,-3,-1,-2,-0.2
COc1cccc(CC2(CO)CCCN(Cc3cn[nH]c3-c3ccccc3)C2)c1 (stereo not given),7,4,-6,-2.6,2,10,-8,2,-2.2
CC(C(=O)NCc1ccccc1)N1C(=O)CN(C)C(=O)c2ccccc21 (stereo not given),1,4,-4,-2.9,5,0,2,-8,-2.0
Cn1c(=O)c(-c2ccccc2[N+](=O)[O-])c(Cl)c2ccccc21,-18,1,12,0.4,0,-2,1,2,2.0
O=C(C1CCC(=O)N1Cc1ccccc1Cl)N1CCN(c2cccc(Cl)c2)CC1 (stereo not given),-34,-2,12,0.6,1,-1,-8,-9,-1.4
Cn1ccnc1SCC(=O)Nc1cccc2ccccc12,-1,0,13,-4.4,3,-8,-1,-6,0.1
COc1cc(C)c(Br)cc1S(=O)(=O)NCCN1CCOCC1,-3,4,8,-2.5,-1,-4,-5,-1,-1.6
O=C1CC(c2ccccc2Cl)C2=C(COC2=O)N1 (stereo not given),6,3,-23,-0.2,4,1,1,-3,1.7
O=C(NC1CCCC1)C1C2C=CC3(CN(Cc4cccs4)C(=O)C13)O2 (stereo not given),-8,5,-2,-1.6,-2,-8,1,-5,-2.2
O=C(CSc1ncccc1-c1nc2ccccc2[nH]1)NC1CC1,-3,3,16,-2.9,5,3,-1,-2,-2.2
N=c1c2c3c(sc2ncn1Nc1ccccc1)CCC3,-3,x,2,-3.9,-4,4,1,5,3.6
CCOC(=O)NC(=O)CSc1nnc(C2CC2)n1Cc1ccco1,4,-1,-1,-3.2,-5,1,-3,-3,-1.5

# 3 compounds from above, sorted by their value in VIM-2 inh, low to high.
canonical_smiles | VIM-2 inh
CCOC(=O)NC(=O)CSc1nnc(C2CC2)n1Cc1ccco1 | -1.5
CN(c1nc(-c2ccc(Br)cc2)cs1)C1CCS(=O)(=O)C1 (stereo not given) | -0.2
N=c1c2c3c(sc2ncn1Nc1ccccc1)CCC3 | 3.6

# (further entries)
SMILES,FID counter,IDE cell activ,UBC9 SUMO inh,IMP-1 inhibitor,IDE cell inh,pCIP destab,NS3 helicase inh,M18AAP inhibitor,VIM-2 inh
CC(=O)Oc1cccc(N2C(=O)c3ccccc3C2=O)c1,0,0,1,-2.6,7,-7,2,1,-3.7
CC1CN(C(=S)Nc2ccccc2C(F)(F)F)CC(C)O1 (stereo not given),-4,5,3,-1.5,-4,7,-2,-3,-2.2
Cc1ccc(C2=[N+]([O-])C3(CCCCC/C3=N\O)N(O)C2(C)C)o1 (stereo not given),0,5,14,-2.6,3,-14,-3,9,-3.1
Cn1cccc1C(=O)NCC1CCCCC1,-11,6,-5,2.6,-5,3,22,-2,1.8
Cc1ccc(NC(=S)NN(C)c2cc(C)nc(C)n2)cc1,1,5,17,-1.8,-2,-5,10,-13,-0.5
COc1ccc(C(=O)NCCc2nnc3ccc(SCC(=O)NCc4ccccc4)nn23)cc1,-31,9,5,-1.7,0,-11,-3,2,-0.9
COCCN(C(=S)Nc1cccc(OC)c1)C1CCN(C(C)=O)CC1,-1,-1,10,-3.0,-3,0,15,1,-1.1
COc1ccc(C2C3C(=O)N(N(C)c4ncc(C(F)(F)F)cc4Cl)C(=O)C3ON2C)cc1 (stereo not given),-10,11,-1,-4.0,3,7,3,4,-1.2
COc1ccc(Nc2ncc(C(=O)N3CCC(C(N)=O)CC3)c3ccccc23)cc1,-5,1,-5,-2.9,6,-16,-4,3,-0.9
CC(C)C[C@@H](CN=[N+]=[N-])N1CCN(Cc2ccccc2)CCC1=O,-17,4,3,-2.2,1,4,6,-2,-0.3
COc1ccc(C(=O)O/N=C(\C)c2nccs2)cc1,-14,3,-4,-0.5,-1,4,7,-12,0.5
CCOC(=O)c1sc(=NC(=O)c2ccc(S(=O)(=O)N(C)c3ccccc3)cc2)n(C)c1C,-1,5,-6,-0.9,3,0,7,-3,-1.1
Cn1cccc1CC(=O)NNC(=S)Nc1ccc(F)cc1,-17,2,16,-2.0,3,-8,36*,12,-2.3
O=C(COC(=O)C12CC3CC(CC(O)(C3)C1)C2)NC(=O)NCc1ccco1,-12,4,3,-0.7,6,5,0,2,-1.8
CCc1c(C)nc2[nH]nc(-c3ccccc3)n2c1=O,0,1,16,-2.1,5,0,3,-12,-0.8
NC(=O)c1ccccc1NS(=O)(=O)Cc1ccccc1,1,3,21,-2.0,3,-10,-7,-3,-3.5
CCCc1nc2ccccc2c(C(=O)O)c1CC,3,1,9,-1.6,8,-4,-7,1,-2.6
CS(=O)(=O)Nc1ccccc1C(=O)N1CCOCC1,8,1,11,-1.9,4,-6,6,-1,-1.2
O=C(c1ccc(-n2cnnn2)cc1)N(C1CCCCC1)C1CCCCC1,-4,4,3,-1.7,-1,3,8,0,0.3
Cc1c(S(=O)(=O)NCCc2ccccc2)c(=O)n(C)c(=O)n1C,-2,3,-11,-2.0,-2,3,0,-1,-1.9
COc1cc(C2SCC(=O)N2Cc2ccccc2)ccc1O (stereo not given),-5,-4,-1,-3.4,1,-6,11,4,-1.3
CCOC(=O)c1c(-c2ccc(OC)cc2)oc2ccc(O)cc12,-9,-2,0,-4.4,2,-24,1,10,-2.9
OCCc1c[nH]c2ccccc12,-6,-6,18,-2.6,2,0,10,1,-0.3
CCc1ccc(NC(=S)N2CCN(S(=O)(=O)c3ccccc3)CC2)cc1,-28,2,-2,-2.7,x,-1,1,-2,-3.3
Cc1ccc(C(=O)NCCN2CCN(C(=O)c3ccc(C)c(C)c3)CC2)cc1C,-8,6,-1,-0.9,x,5,-8,2,-0.9
O=C(c1ccc(COc2c(F)c(F)cc(F)c2F)o1)N1CCN(c2ccccc2)CC1,1,3,27,-3.9,2,-8,4,-8,-3.3
CCOC(=O)CNC(=S)SC,-1,0,-1,-0.7,10,-2,-8,0,-2.3
O=C(O)CCn1c(O)c(C=C2N=c3ccccc3=N2)sc1=S,-6,-8,2,-3.0,-1,4,-4,38*,-2.9
O=C(N/N=C/c1cccc(O)c1)c1cc(-c2ccc3c(c2)OCO3)n[nH]1,-9,-3,1,-1.1,1,-7,2,6,-2.9
N=C(N)c1ccc(OCCCCCOc2ccc(C(=N)N)cc2)cc1,32,4,-1,-1.6,3,-10,-13,0,-1.0

# In the list so far, these contain a thiophene ring, fused or not.
SMILES,FID counter,IDE cell activ,UBC9 SUMO inh,IMP-1 inhibitor,IDE cell inh,pCIP destab,NS3 helicase inh,M18AAP inhibitor,VIM-2 inh
Cc1sc2ncn(CC(=O)NCC(=O)N3CCN(c4ccccc4F)CC3)c(=O)c2c1C,-20,1,11,-2.8,5,1,8,4,0.0
COc1ccc(Nc2nc(C)nc3sc4c(c23)CCC4)cc1O,3,x,0,-3.2,0,-3,3,2,3.0
O=C(NCc1ccco1)c1ccccc1NS(=O)(=O)c1ccc(Br)s1,-19,0,15,-2.0,-4,-5,15,2,-2.7
O=C(NC1CCCC1)C1C2C=CC3(CN(Cc4cccs4)C(=O)C13)O2 (stereo not given),-8,5,-2,-1.6,-2,-8,1,-5,-2.2
N=c1c2c3c(sc2ncn1Nc1ccccc1)CCC3,-3,x,2,-3.9,-4,4,1,5,3.6

# Random draw from the library. Share with any hit: about 3.6%.
